Screens as filed in PubChem.
CIT2-GFP yeast – modulators of TOR pathway CIT2-GFP in S. cerevisiae; S. cerevisiae CIT2-GFP strain, flow cytometry, 3 h; 100 means same as DMSO wells; GFP response vs DMSO, % at 10 µM; 320,000 tested, 0.065% active;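 active means GFP response relative to DMSO above a set limit, near the screen mean plus 3 SD, cut at about 150% in these data; inconclusive means Fewer than 70 cells measured for a yeast strain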;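 further: ratio of well median GFP fluorescence to mean of DMSO wells on the plate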
VLA-4 inh – inhibition in a human VLA-4 binding assay; P13612; VLA-4 expressing cells, ligand binding flow cytometry; inhibition, % (about 7 µM as worked out from the volumes in the protocol); 330,000 tested, 0.2% active; AID 2557; in the data active means inhibition above about 50%
Target sequence (P13612 whole entry, looked up): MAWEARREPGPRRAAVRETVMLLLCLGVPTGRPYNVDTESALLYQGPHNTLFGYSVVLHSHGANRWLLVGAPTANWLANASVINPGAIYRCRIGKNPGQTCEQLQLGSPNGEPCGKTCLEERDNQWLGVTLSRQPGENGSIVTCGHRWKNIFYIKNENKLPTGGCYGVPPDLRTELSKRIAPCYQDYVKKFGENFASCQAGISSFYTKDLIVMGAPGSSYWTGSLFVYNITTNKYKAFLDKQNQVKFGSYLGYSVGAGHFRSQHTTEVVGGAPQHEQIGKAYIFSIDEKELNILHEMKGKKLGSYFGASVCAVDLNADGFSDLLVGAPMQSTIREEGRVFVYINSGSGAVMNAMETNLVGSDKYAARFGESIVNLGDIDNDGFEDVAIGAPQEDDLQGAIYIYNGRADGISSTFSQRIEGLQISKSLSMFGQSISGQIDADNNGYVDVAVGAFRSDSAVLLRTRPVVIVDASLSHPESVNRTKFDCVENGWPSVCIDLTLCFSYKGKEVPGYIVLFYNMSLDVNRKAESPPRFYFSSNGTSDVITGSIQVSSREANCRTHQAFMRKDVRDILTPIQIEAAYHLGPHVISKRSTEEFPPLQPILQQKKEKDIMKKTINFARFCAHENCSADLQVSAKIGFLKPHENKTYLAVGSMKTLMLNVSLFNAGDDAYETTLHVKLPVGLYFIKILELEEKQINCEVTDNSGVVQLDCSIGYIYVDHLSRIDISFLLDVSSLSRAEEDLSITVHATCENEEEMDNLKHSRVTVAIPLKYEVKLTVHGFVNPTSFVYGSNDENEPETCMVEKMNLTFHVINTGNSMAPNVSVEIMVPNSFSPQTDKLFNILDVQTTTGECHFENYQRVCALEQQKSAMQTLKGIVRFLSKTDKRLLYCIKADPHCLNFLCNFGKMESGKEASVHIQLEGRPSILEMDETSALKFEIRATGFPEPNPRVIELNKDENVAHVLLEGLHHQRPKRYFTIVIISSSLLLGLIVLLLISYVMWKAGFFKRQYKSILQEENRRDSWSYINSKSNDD
CR mimetic SO – yeast age-related superoxide inhibition as caloric restriction mimetic; S. cerevisiae aged cells, superoxide DHE fluorescence; active compounds read low; superoxide response (% of plate mean), % at 10 µM; 330,000 tested, 0.18% active; AID 2690;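 active means superoxide response under a set limit, about three screen SD below normal, cut at about 65% in these data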;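 further: yeast aged for seven days with compound at 30 °C before DHE staining; 100% = average MFI of all compound-treated wells on the plate with controls excluded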
AGP1 TOR yeast – yeast TOR pathway AGP1-GFP modulation; AID 2066; GFP response vs DMSO, % at 10 µM; S. cerevisiae AGP1-GFP multiplex flow cytometry, 3 h; GFP as percent of DMSO wells; 320,000 tested, 0.02% active;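 active means GFP response relative to DMSO above a set limit, near screen average plus 3 SD, cut at about 150% in these data; inconclusive means fewer than 70 cells counted for the yeast strain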;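 further: median GFP channel fluorescence of the gated AGP1 strain per well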
MCL1-BIM inh – inhibitors of human MCL1 binding to BIM-BH3 peptide; Q07820; AID 2057; 320,000 tested, 0.68% active; GST-MCL1 / FITC-Bim-BH3 fluorescence polarization; inhibition, % at 10.9 µM;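 active means inhibition above the mean inhibition of all tested compounds plus 3 SD, set per campaign, cut at about 40% in these data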;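 further: 0% = DMSO wells and 100% = unlabeled Bim-BH3 peptide control; higher means more loss of mP so more displacement of Bim peptide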
GRK2 inh – human GRK2 inhibition via aptamer displacement. P25098. 330,000 tested, 0.59% active. inhibition of aptamer binding, % at 10 µM. bead flow cytometry, FAM-aptamer displacement from GRK2;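 active means inhibition of aptamer binding above 40%, roughly 3 SD of noise, on plates passing a quality check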;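 further: median bead fluorescence of bound FAM aptamer so fluorescent compounds give negative values; no value below 0 was filed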
Bcl-xL primary – inhibitors of human Bcl-xL; Q07817; GST-Bcl-xL / FITC-Bim BH3 peptide fluorescence polarization; inhibition, % at 10.9 µM; 320,000 tested, 0.7% active;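 active means inhibition above the mean of all tested compounds plus 3 SD, cutoff set per campaign, cut at about 30% in these data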;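 further: 0% = DMSO wells and 100% = unlabeled Bim-BH3 peptide competitor; inhibitors lower millipolarization by displacing the labeled peptide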
MEX-5 binding – C. elegans MEX-5 TCR-2 RNA binding activity | 300,000 tested, 0.38% active | MEX-5/FITC-TCR2 RNA binding, fluorescence polarization; active compounds read low | activity score (negative = inhibition of binding), % at 10 µM;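 active means inhibition past about -25% in most replicates, and total fluorescence under double the plate's negative control median, limit read from the data; inconclusive means replicates evenly split on the limit, or fluorescence at least double controls; inactive means too little inhibition in most replicates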;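 further: 0% = DMSO and -100% = 5 µM competing unlabeled TCR2 RNA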
GLD-1 TGE inh – GLD-1-TGE RNA interaction inhibition (C. elegans); Q17339; purified GLD-1 + fluorescein TGE RNA, fluorescence polarization; inhibition, % at 5.96 µM; 320,000 tested, 0.44% active; AID 2280;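 active means percent inhibition above a per-plate cutoff, the plate mean of test compounds plus 3 SD, cut at about 30% in these data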;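 further: 0% = DMSO wells with GLD-1 and probe and 100% = wells lacking GLD-1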
Active calls of the source: *; ? = inconclusive; . = not tested or not shown; [ ] = another dose, or the depositor's remark.

SMILES	CIT2-GFP yeast	VLA-4 inh	CR mimetic SO	AGP1 TOR yeast	MCL1-BIM inh	GRK2 inh	Bcl-xL primary	MEX-5 binding	GLD-1 TGE inh
CC(C)CN(C(=O)COC(=O)c1ccccn1)c1c(N)n(Cc2ccccc2)c(=O)[nH]c1=O	106.0	12.7	101.8	104.5	-9.9	0.0	-8.1	-1.1	-3.3
CCCc1ccc2oc(C(=O)N3CCC(C(N)=O)(N4CCCCC4)CC3)c(C)c2c1	95.9	-0.7	124.2	102.0	3.0	0.0	5.8	-1.0	2.5
O=C(NCc1ccco1)c1cc2cc(Br)ccc2o1	.	1.9	90.9	93.1	8.1	4.0	2.0	0.2	5.9
Cc1c(NS(=O)(=O)c2cc(C(=O)NCc3cccnc3)ccc2Cl)c(=O)n(-c2ccccc2)n1C	103.8	1.0	81.4	101.6	.	0.0	.	.	1.6
CCOc1ccc(NC(=O)C2CCCN(S(=O)(=O)c3ccc4c(c3)CCCN4C(C)=O)C2)cc1 (centres undefined)	95.6	-2.8	108.7	100.7	2.4	1.0	-2.1	-1.4	0.9
O=C(COc1ccc(Cl)cc1)NCCS(=O)(=O)N1CCN(c2ccccc2F)CC1	102.8	-3.8	116.7	97.5	5.2	0.0	1.1	0.2	-4.6
CCOc1cc(NC(=S)NCCCN2CCOCC2)c(OCC)cc1NC(=O)c1ccccc1	95.8	-2.8	98.4	106.1	1.4	1.0	5.8	-4.6	-5.0
CCN(Cc1ccccc1)S(=O)(=O)c1c(N)n(C)c(=O)n(C)c1=O	108.9	-16.1	99.2	101.2	6.4	1.0	5.7	1.8	1.7
CN(C)c1cc(Nc2cccc(O)c2)c([N+](=O)[O-])c2nonc12	95.5	4.5	83.4	106.2	0.9	0.0	2.6	-1.3	3.0
O=C(COC(=O)c1cccs1)NCc1ccco1	107.7	16.6	94.3	106.8	7.4	16.0	3.9	-1.9	1.4
CCN(CC(=O)NCc1ccc(Cl)cc1)C(=O)CSc1cccc(C(F)(F)F)c1	102.4	-27.2	111.3	108.7	-2.1	0.0	3.5	-0.1	-2.0
N#Cc1nc(Cc2cccc3ccccc23)oc1NCCN1CCCCC1	94.9	-0.2	90.2	109.1	2.3	0.0	-3.9	-0.2	10.5
COC(=O)C1CN(S(=O)(=O)c2cc(OC)ccc2OC)CCS1 (centres undefined)	104.7	15.0	102.6	103.2	0.7	1.0	5.6	0.2	-0.3
Cc1ccccc1C(=O)Nc1nnc(-c2ccc(C(C)(C)C)cc2)s1	93.3	6.9	99.6	98.8	-6.4	0.0	-1.1	-0.6	4.2
Cc1nc2ccccc2n1/N=C/c1ccc([N+](=O)[O-])s1	84.4	0.0	106.8	85.8	6.7	2.0	32.3*	-75.5*	8.2
CCOC(=O)c1nnn(-c2nonc2-n2cccc2)c1C	101.7	13.1	97.1	102.9	-1.8	2.0	-0.6	2.5	0.8
COc1cccc(C2CC(=O)Nc3cc(OC)c(OC)c(OC)c32)c1OC (centres undefined)	86.0	2.1	99.0	89.7	-3.1	0.0	2.1	2.6	-8.2
CC(=O)Oc1ccc(N2C(=O)C3C4C=CC(C5CC45)C3C2=O)cc1[N+](=O)[O-] (centres undefined)	80.9	22.0	137.9	88.1	-2.0	0.0	-1.2	-1.2	3.9
CCN(CC(=O)Nc1ccc2c(c1)OCCO2)C(=O)c1cccc(S(=O)(=O)N2CCOCC2)c1	97.3	-1.0	95.4	110.2	-0.8	0.0	-4.4	0.2	6.2
O=C(CSc1nccc2ccccc12)N1CCN(c2ccccn2)CC1	93.4	-17.1	98.6	97.2	1.8	0.0	6.5	-1.3	8.6
CC1CC(c2ccccc2)n2nc(NC(=O)c3cccs3)nc2N1 (centres undefined)	96.6	14.3	97.4	96.6	-1.1	0.0	3.4	-1.2	4.5
COc1ccc(NC(=O)N(C)C[C@H]2Oc3c(NC(=O)NC(C)C)cccc3C(=O)N([C@H](C)CO)C[C@@H]2C)cc1	.	-2.8	99.4	.	.	2.0	.	.	-1.2
COc1ccc(-c2[nH]ncc2/C=N\NC(=O)c2cccs2)cc1OC	94.7	10.4	106.0	93.1	.	6.0	.	.	.
O=C(NCc1ccccc1)/C(=C/c1ccc([N+](=O)[O-])cc1)NC(=O)c1ccco1	97.4	-0.7	112.5	93.5	-10.1	0.0	-6.8	1.6	-0.9
CC(NC(=O)c1ccccc1N)c1ccccc1 (centres undefined)	100.8	22.9	93.3	103.2	2.5	0.0	-0.6	-1.2	1.9
SMILES	CIT2-GFP yeast	VLA-4 inh	CR mimetic SO	AGP1 TOR yeast	MCL1-BIM inh	GRK2 inh	Bcl-xL primary	MEX-5 binding	GLD-1 TGE inh
COc1cccc(-n2c([S-])c(C(=O)Nc3ccc(S(=O)(=O)N4CCOCC4)cc3)[n+]3cc(C(N)=O)ccc23)c1	99.2	-5.3	107.3	97.9	35.2	1.0	35.7*	-1.9	22.6
CC(=O)N1CCN=C1SCc1ccccc1Cl	101.1	-18.7	96.0	105.0	-3.0	1.0	-1.5	-2.3	2.2
CC1(C)Cc2c(c(=S)nc(-c3ccccc3)n2CCOCCO)CO1	102.7	8.3	98.2	101.4	11.2	0.0	8.6	-1.6	6.0
CSc1ccc(Cl)c(C(=O)NCc2ccco2)c1	119.4	13.1	103.8	106.2	1.8	1.0	5.8	0.2	3.6
CC(=O)Nc1ccc2[nH]c(C)c(CC=C(Cl)Cl)c(=O)c2c1	103.2	19.0	92.9	97.0	4.8	0.0	8.6	0.0	14.2
Cc1ccccc1-c1noc(CCC(=O)NCc2ccco2)n1	92.9	11.3	96.4	106.0	3.9	0.0	4.1	1.4	-1.5
CCC(C)(C)NC(=O)C(c1cccc(OC)c1OC)N(Cc1ccccc1)C(=O)CCC(=O)Nc1cc(C)on1 (centres undefined)	102.3	0.6	102.6	96.3	2.4	0.0	1.3	0.3	2.4
COc1ccc(N2CC(NS(=O)(=O)c3cccs3)CC2=O)cc1 (centres undefined)	83.2	2.3	108.5	106.2	1.1	2.0	3.6	1.7	-2.8
Cc1cc(Nc2ccc3c(c2)OCCO3)c2cccc(C)c2n1	106.3	-5.1	104.0	102.1	-3.6	0.0	2.4	3.4	3.9
Cc1ccc(NC(=O)Cc2noc3ccccc23)nc1	107.9	-0.3	98.3	96.3	-2.1	0.0	2.4	3.4	3.9
CN(C)CCN(C)Cc1c2ccccc2c(CN(C)CCN(C)C)c2ccccc12	98.5	-7.1	100.0	90.8	189.5*	23.0	172.2*	-64.1*	123.4*
Cc1ccccc1Cn1cc(NC(=O)c2nn(C)cc2Cl)cn1	88.0	-0.7	113.8	98.9	12.6	2.0	6.0	1.1	-1.1
Cc1cccc(N2C(=O)C(Oc3ccc(Cl)cc3Cl)C2C(=O)O)c1C (centres undefined)	102.7	14.9	102.9	102.2	9.3	2.0	9.5	1.1	19.9
CCC(=O)n1nc(-c2cccnc2)nc1NCc1ccc(OC)cc1	97.3	-19.0	106.3	85.5	-4.0	2.0	1.5	-0.5	-6.4
Clc1ccc(C=NC23CN4CN(CN(C4)C2)C3)cc1	112.9	12.6	92.3	107.7	1.0	0.0	3.9	1.4	8.0
Cc1ccc(-c2c(C#N)c(N)nc3c2CCCCCC3)o1	92.0	9.7	126.1	100.5	-2.7	0.0	0.9	-1.5	-1.8
O=C(C1CCN(Cc2ccc(F)cc2)CC1)N(CCO)Cc1ccccc1	?	12.6	104.1	24.1[may fluoresce violet]	1.3	0.0	-2.9	0.7	-1.1
CCOCCCNC(=S)N1C2CCC1CC(NC(=O)NC1CCCCC1)C2 (centres undefined)	103.8	4.2	92.6	105.5	7.1	0.0	2.2	1.0	0.1
Cc1c(C(=O)N2CCN(CCc3ccccn3)CC2)oc2ccc(F)cc12	112.0	16.7	102.2	107.0	-2.0	0.0	9.3	-0.4	5.4
O=C(NC1CC1)C1CCN(c2ccc(S(=O)(=O)N3CCOCC3)cc2Cl)CC1	106.4	3.0	100.5	111.5	-0.3	0.0	-1.0	-0.1	-2.4
COc1ccc(C(CCN2CCCC(C)C2)c2c(OC)cc(OC)c3c2OC(=O)CC3c2cc(OC)c(OC)c(OC)c2)cc1 (centres undefined)	.	.	.	.	4.9	.	1.6	-2.5	6.4
O=C(CSc1cccc2cccnc12)Nc1ccccc1F	81.3	10.2	104.8	94.9	-3.6	2.0	2.9	1.0	1.7
COc1ccc(OCCn2c(NC(=O)c3ccco3)nc3ccccc32)cc1	103.9	11.3	95.7	96.8	4.8	3.0	0.0	2.2	-2.0
COc1ccc(NC(=O)CNCCC2=CCCCC2)cc1	98.0	-4.0	101.6	99.3	4.9	1.0	0.9	3.1	12.4
CC(=O)c1ccccc1NC(=O)c1ccc2c(c1)NC(=O)C(C)S2 (centres undefined)	97.3	-9.1	127.2	101.4	-10.6	2.0	-3.1	-2.0	6.1
SMILES	CIT2-GFP yeast	VLA-4 inh	CR mimetic SO	AGP1 TOR yeast	MCL1-BIM inh	GRK2 inh	Bcl-xL primary	MEX-5 binding	GLD-1 TGE inh
Cc1ccc(S(=O)(=O)N2CCN(C(=O)c3cc(=O)[nH]c4ccccc34)CC2)c(C)c1	107.4	-8.3	96.4	109.2	-3.4	0.0	0.3	3.0	-3.5
CCn1cnc2c1c(=O)n(Cc1cccc([N+](=O)[O-])c1)c(=O)n2Cc1ccccc1	104.0	7.4	104.1	98.5	-19.9	3.0	-1.7	0.8	0.0
Clc1ccc(CSc2nnc(/C=C/c3ccccc3)o2)cc1	96.5	3.5	106.7	92.6	7.5	1.0	-1.4	1.4	5.1
CC(=O)N1CCc2cc(S(=O)(=O)CCC(=O)N3CCC(C)CC3)ccc21	104.1	23.0	115.9	107.2	-3.7	2.0	6.4	0.6	2.8
Cc1ccccc1NC(=O)c1ccc(COc2ccc3c(C)cc(=O)oc3c2)cc1	96.6	13.1	91.7	98.7	-9.0	2.0	1.7	-0.3	8.7
CCCCN(C(=O)NC(=O)Nc1ccccc1OC)S(C)(=O)=O	114.2	16.3	101.0	116.7	3.5	0.0	2.0	1.8	-10.5
Cc1ccc(S(=O)(=O)N2CCN(S(=O)(=O)N3CCCCC3)CC2)cc1	98.7	-0.4	132.9	104.1	0.7	2.0	2.7	-1.3	-2.0
COc1ccc(CSc2nnc(SCc3ccc([N+](=O)[O-])cc3)s2)cc1	103.0	6.0	85.9	103.7	-5.4	1.0	-3.7	-0.1	-4.5
O=C(NC(=S)Nc1nc(-c2ccc(Br)cc2)cs1)c1cccnc1	100.1	14.6	107.3	101.5	2.4	2.0	1.2	-2.1	3.1
CCNC(=O)N(CC)C[C@H]1N[C@@](CC)(C(=O)OC)[C@H]2C(=O)N(Cc3ccccc3)C(=O)[C@@H]12	93.8	35.7	106.1	106.7	.	0.0	.	.	1.0
COCCN1C(=O)C(=O)/C(=C(/O)c2ccc(S(=O)(=O)N3CCOCC3)cc2)C1c1cccc(O)c1 (centres undefined)	95.3	1.1	106.8	104.7	6.3	1.0	5.6	-2.0	10.9

In another format: entries from further up
SMILES | CIT2-GFP yeast | VLA-4 inh | CR mimetic SO | AGP1 TOR yeast | MCL1-BIM inh | GRK2 inh | Bcl-xL primary | MEX-5 binding | GLD-1 TGE inh
CC(=O)N1CCc2cc(S(=O)(=O)CCC(=O)N3CCC(C)CC3)ccc21 | 104.1 | 23.0 | 115.9 | 107.2 | -3.7 | 2.0 | 6.4 | 0.6 | 2.8
Cc1ccccc1NC(=O)c1ccc(COc2ccc3c(C)cc(=O)oc3c2)cc1 | 96.6 | 13.1 | 91.7 | 98.7 | -9.0 | 2.0 | 1.7 | -0.3 | 8.7
